Screens deposited in PubChem by National Center for Advancing Translational Sciences (NCATS).
UDG counter = UDG inhibition counter-screen; 0.14% of 91,000 active; Potency, µM (top dose mostly 115 µM), for the others: top-dose activity change, negative = inhibition, actives largely listed as inhibitors; AID 1347430; FRET deamination/UDG coupled assay, UDG read, 4 h; also: nearly all actives have a fitted effect of over 65% in size
AID inh = blocks human AID cytidine deaminase activity. Q9GZX7. 0.32% of 91,000 active. AID deamination FRET fluorescence, UDG-coupled, 4 h. Potency, µM (highest dose often 115 µM), inactives show at the highest dose activity change, negative = inhibition, actives largely listed as inhibitors; also: nearly all actives have a fitted effect of over 25% in size
Target sequence (Q9GZX7 whole entry, looked up): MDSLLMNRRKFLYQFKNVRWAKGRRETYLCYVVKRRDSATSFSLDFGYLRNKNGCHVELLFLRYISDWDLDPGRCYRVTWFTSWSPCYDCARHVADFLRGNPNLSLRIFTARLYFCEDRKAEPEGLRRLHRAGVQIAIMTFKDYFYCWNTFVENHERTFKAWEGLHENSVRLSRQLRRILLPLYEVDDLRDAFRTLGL
* hit, by the source's call; i = inactive; ? = inconclusive; [ ] = another dose, or the depositor's remark. Calls follow the shape of the dose curve; as a rule, active = well fitted curve in the direction sought with a large enough effect; inconclusive = small, poorly fitted or top-dose-only effect, or another doubt; inactive = no such curve, though single readings can be large; an effect the other way counts as inactive or inconclusive. % is scaled to controls: 0 for no effect and ±100 for the full control effect; potency is read from the fitted curve at half-maximal effect.

SMILES	UDG counter	AID inh
CC(=O)Nc1ccc(-c2csc(NC3CCCCC3)n2)c(F)c1	2%	-2%
COCCn1cnnc1SC(C)c1ccc(F)cc1 (stereo not drawn)	5%	5%
CC(C)(C)C(=N)N	-13%	-1%
Cc1ccc2c(COC(=O)c3cccs3)cc(=O)oc2c1C	5%	-7%
COc1ccc(-c2cc3nc(C)c(CCC(=O)NC(C)c4ccccc4)c(C)n3n2)c(OC)c1 (stereo not drawn)	-8%	?
COc1ccc(-c2nc3c(c(SC)n2)Cc2c(CO)cnc(C)c2O3)cc1	0%	-2%
CC/C(C)=N/NC(=O)C1CC1	-7%	-1%
COc1cccc(CNC(=O)CCn2c(=O)c3cccn3c3cccnc32)c1	-7%	-11%
Cc1ccc(/C=C(/CC(=O)O)c2nc3ccccc3o2)s1	-5%	2%
CC(C)C(=O)Nc1ccc(C(=O)Nc2ccc(Cl)cn2)cc1	12%	3%
N#Cc1ccc(C(=O)NCCCC2CCCC2)cc1	8%	0%
O=C(O)c1ccc(Cl)cc1I	-3%	5%
Cc1cc(Br)ccc1NC(=O)Cn1cnc2sc(C)c(S(=O)(=O)N3CCN(C)CC3)c2c1=O	4%	0%
Cc1ccc(-c2onc(C)c2C)cc1S(=O)(=O)N1CCCCC1	-14%	?
CC(NC(=O)c1ccc(CN2CCCCC2)cc1)c1cccc(C(F)(F)F)c1 (stereo not drawn)	-1%	-6%
CC(C)=NNC(=O)C(C)Sc1ccccc1 (stereo not drawn)	11%	7%
Cc1ccc(Cl)cc1NC(=O)C1CCCN(c2cnccn2)C1 (stereo not drawn)	8%[57.5 µM]	-14%
COc1ccc(CNC(=O)c2cc3cccc4c3n2CC(C)S4)cc1 (stereo not drawn)	6%	-6%
O=C(Nc1ccc(Cl)c(C(F)(F)F)c1)c1c(-c2ccccc2)nc2n1CCS2(=O)=O	0%	5%
CCCCCCCNCc1ccc(C)s1	6%	3%
C=C(Cl)COc1cc(Cl)ccc1C(N)=O	-5%	-1%
O=C(NCCc1ccccc1)c1ccc2c(c1)N(Cc1c(F)cccc1Cl)C(=O)CS2	-23%	i
O=C(O)c1ccc(-n2c(/C=C\c3ccc(O)cc3)nc3ccccc3c2=O)cc1	-7%	9%
NNc1cccc2ncccc12	-28%	?
CCOC(=O)Cc1ccc(NC(=O)N2CCC(CN3CCC(C)CC3)CC2)cc1	1%	3%
CCOC(=O)C1CCC(CNCc2c(Cl)cccc2Cl)CC1 (stereo not drawn)	4%	4%
CCOC(=O)c1c(C)[nH]c(C)c1S(=O)(=O)N1CCCC(C(=O)N2CCN(c3ccc(Cl)cc3)CC2)C1 (stereo not drawn)	?	-27%
COc1ccc(S(=O)(=O)N(CC(=O)Nc2ccc(Br)cc2)Cc2ccccc2)cc1	-18%	?
CCc1ccc2oc(C(=O)NCC(c3ccco3)N(C)C)cc(=O)c2c1 (stereo not drawn)	-9%	-4%
COc1ccccc1C(=O)Nc1nnc(SCc2cc(=O)n3ccc(C)cc3n2)s1	4%	14%
O=c1c2sc3ccccc3c2n(Cc2cccc(C(F)(F)F)c2)c(=O)n1Cc1ccc(F)cc1	-7%	-1%
CC(=O)Nc1c(C)nn(-c2ccccc2)c1N1CCC(C(=O)Nc2cccc(C(F)(F)F)c2)CC1	-6%	?
CC(C)OC(=O)C1=C(N)Oc2c(oc(CO)cc2=O)C1c1ccc(F)cc1F (stereo not drawn)	4%	-6%
Cc1nn(C(=O)c2ccc(Br)cc2)c(C)c1S(=O)(=O)N1CCOCC1	-3%	13%
CCCCN(C)C(=O)c1ccc2c(c1)N(Cc1ccc(F)cc1)C(=O)c1ccccc1S2(=O)=O	-12%	?
CCc1cccc(C)c1NC(=O)c1cc2ccccc2o1	-11%[57.5 µM]	-11%[57.5 µM]
NC(=O)c1ccc(OCc2ccccc2C(F)(F)F)cc1	-6%	-3%
COc1cccc(CN2CCc3nc(SCC(=O)Nc4ccccc4)[nH]c(=O)c3C2)c1	2%	9%
COc1ccc(N2C(=O)NC(NS(=O)(=O)c3ccc(Cl)cc3)(C(F)(F)F)C2=O)cc1 (stereo not drawn)	6%	-17%
Cc1ccc2c(=O)c(C(=O)c3cccc(Cl)c3)cn(CC(=O)NCc3ccccc3)c2n1	5%	18%
COc1ccc2cc(C(=O)NCC(=O)Nc3cccc(C)c3C)c(C)nc2c1	9%	2%
CC(=O)c1ccc(N2CCN(c3nc4c(S(=O)(=O)c5ccc(C)c(C)c5)nnn4c4ccc(Cl)cc34)CC2)cc1	-15%	0%
COc1cccc(NS(=O)(=O)c2ccc3c(c2)[C@H]2C=CC[C@H]2[C@@H](c2ccccc2Cl)N3)c1	-3%	26%
COc1cccc(C(=O)OCc2ccccc2C#N)c1OC	-3%	-7%
COc1ccc(OC)c(CCNC(=O)c2cnn(-c3ccc(C)cc3C)c2C2CCN(C(=O)OC(C)(C)C)CC2)c1	-15%	?

Ordered by molecular weight (ascending): some entries from above
SMILES	UDG counter	AID inh
NC(=O)c1ccc(OCc2ccccc2C(F)(F)F)cc1	-6%	-3%
COc1cccc(NS(=O)(=O)c2ccc3c(c2)[C@H]2C=CC[C@H]2[C@@H](c2ccccc2Cl)N3)c1	-3%	26%
CC(=O)Nc1c(C)nn(-c2ccccc2)c1N1CCC(C(=O)Nc2cccc(C(F)(F)F)c2)CC1	-6%	?
COc1ccc(OC)c(CCNC(=O)c2cnn(-c3ccc(C)cc3C)c2C2CCN(C(=O)OC(C)(C)C)CC2)c1	-15%	?

Next structures follow:
SMILES	UDG counter	AID inh
CC(=O)c1ccc(NC(=O)Cn2cnc3c2c(=O)n(C)c(=O)n3C)cc1	-1%	6%
CCOC(=O)c1scc(-c2ccc(C)cc2)c1S(=O)(=O)Nc1cc(C)ccc1C	?	-6%
CCc1c(C)sc(NC(=O)C2CC2)c1C#N	-12%	18%
Cc1nn(CC(=O)N2CCN(c3cccc(Cl)c3)CC2)c(=O)c2c1sc1ccccc12	1%	14%
Cc1c(CCC(=O)NCc2ccccc2)c(=O)oc2cc(O)ccc12	-2%	-2%
N=C(N)c1ccc(COc2ccccc2)cc1	6%	-8%
CCCCOc1ccc(C(=O)Nc2cccc(-c3nc4cccnc4s3)c2)cc1	-2%[57.5 µM]	-7%
O=C(Nc1ccccc1)c1cccc2c(=O)c3c([nH]c12)CCCC3	7%	4%
CCC(=O)N1c2ccccc2CC1C(=O)NCCc1ccc(OC)c(OC)c1 (stereo not drawn)	?	-7%
O=[N+]([O-])c1ccc(Nc2cccc3ccccc23)nc1	-4%	-3%
COCC(=O)NNC(=S)NCc1ccc(C)cc1	2%	-11%
CCOC(=O)C1=C(CS(=O)(=O)c2ccc(C)cc2)NC(=O)NC1c1ccc(C(C)C)cc1 (stereo not drawn)	-2%	41%[activator]
COc1ccc2cc(C(=O)N3CCCC(NC(=O)C(C)C)C3)c(C)nc2c1 (stereo not drawn)	1%	1%
CC1CCCC(NC(=O)c2ccccc2)C1C (stereo not drawn)	1%	-4%
CC1CCCN(CC(=O)NC23CC4CC(CC(C4)C2)C3)C1 (stereo not drawn)	0%	7%
COc1ccc(-c2nnc(SCC(=O)NCc3ccco3)n2C2CCCCC2)cc1OC	0%	-1%
O=C(C1CCN(S(=O)(=O)c2ccc(Br)s2)CC1)N1CCN(c2ccccc2)CC1	-23%[57.5 µM]	-14%
O=C1CN(C(=O)c2ccc(S(=O)(=O)N3CCCCC3)cc2)C(c2ccc(F)cc2)c2cc(F)ccc2N1 (stereo not drawn)	-9%	-14%
O=C1CN(C(=O)COc2ccc(Cl)cc2Cl)C(c2ccccc2)c2cc(F)ccc2N1 (stereo not drawn)	-23%	?
CCOc1ccc(CNC(=O)C2CCN(S(=O)(=O)N3CCC4(CC3)OCCO4)CC2)cc1OC	8%	9%
CC(CNC(=O)CN1C(=O)COc2ccc(S(=O)(=O)N3CCCCCC3)cc21)c1ccccc1 (stereo not drawn)	1%	1%
O=C(COc1ccc2c(c1)CCC(=O)N2)NOCc1ccccc1	-4%	1%
COc1ccccc1C(=O)Oc1c(Sc2ccccc2)c(C)nn1C(C)(C)C	?	-9%
CC(C)[C@@H](CO)NC(=O)[C@H](NC(=O)C(c1ccccc1)c1ccccc1)c1ccccc1	-5%	-1%
CNC(=O)c1ccc(CN(C(=O)Cc2ccc(C)s2)C2CC2)cc1	-9%	5%
CCN(CCOc1ccc(C#N)cc1)Cc1ccccc1	4%	3%
Clc1ccc(-c2cc3ccccn3c2)cc1	1%	6%
Cc1ccc(Cl)cc1NC(=O)c1ccc(NC(=O)N2CCSc3ncccc32)cc1	?	0%
COc1cccc(N2CCN(C(=O)C3CCCN(S(=O)(=O)c4ccc(Br)s4)C3)CC2)c1 (stereo not drawn)	-4%[57.5 µM]	-18%
CCc1cccc(NC(=O)Nc2cn(C)c(=O)c3ccccc23)c1	4%	119%[activator]
Cc1ccc(NS(=O)(=O)c2ccc(N/N=C/c3cc(C)ccc3C)c([N+](=O)[O-])c2)c(C)c1	-14%	-21%
O=C(c1cccc(F)c1)N(Cc1ccco1)C1CC1	2%	-1%
CCOc1ccc(-c2cc(CCCC(=O)NCCc3cc(OC)c(OC)c(OC)c3)no2)cc1	-6%	?
CCOc1ccc(C(CC(=O)Nc2cc(OC)cc(OC)c2)N2Cc3ccccc3C2=O)cc1OC (stereo not drawn)	?	-10%
COCCCn1c(SCc2ccccc2F)nc2c(sc3ccccc32)c1=O	-4%	-3%
Cc1cc(-c2[nH]c3ccccc3c2C=O)c(C)s1	-16%	28%
O=Nc1c(-c2c(O)[nH]c3ccccc23)[nH]c2ccccc12	-2%	4%
Cc1ccc(COC(=O)c2ccc(C(=O)c3ccccc3)cc2)cc1	4%	4%
Cc1ccc2c(c1)c(CC(=O)Nc1ccc(C)c(F)c1)c(C(=O)O)n2C	-2%	?
CCC1CN(C(=O)NCc2ccccc2)c2cc(C)ccc2O1 (stereo not drawn)	-3%[57.5 µM]	-29%
COC(=O)c1ccccc1NC(=O)Cn1c(=O)n(CCC(=O)NCc2ccc3c(c2)OCO3)c(=O)c2ccccc21	-16%	?
O=C(Nc1nnc(S(=O)(=O)N2CCCCC2)s1)c1ccc(F)cc1	11%	23%
O=C(Cc1ccccc1)NCCc1csc2nc(-c3ccc(Cl)cc3)nn12	10%	3%
CC(=O)N1CCC2(CC1)OC(=O)C(C)=C2C(=O)Nc1cc(C)ccc1C	-3%	5%
CN(C)c1ccc(C(=O)NCc2ccc3c(c2)CCN3C(=O)c2ccc(Cl)cc2)cc1	?	7%
COc1ccc(CNC(=O)c2ccc3c(c2)N=C(C)c2c(C)ccc(C)c2S3)cc1	3%	?
O=C(Cc1ccccc1)Nc1c(C(=O)N2CCN(c3ccc(F)cc3)CC2)oc2ccccc12	-4%	-9%
CCOc1cc(/C=C/C(=O)c2ccc(Cl)cc2)cc(Cl)c1O	-1%	1%
O=C(NCCc1ccc(Cl)cc1)c1ccc2c(c1)N(Cc1ccccc1)C(=O)CS2	-14%	?
c1ccc(-c2nc(-c3ccc(C4CCCCC4)cc3)cs2)cc1	3%	-4%
Cc1cc(Br)ccc1NC(=O)CCS(=O)(=O)c1cccc2nsnc12	-13%	60%[activator]
C#CC(C)(CC)NC(=O)c1ccccc1C(=O)O (stereo not drawn)	2%	3%
COc1ccc(CCNc2ncnc3c2c(-c2ccccc2)cn3-c2cccc(Cl)c2)cc1OC	-1%[57.5 µM]	?
Cc1cc(C)c(CCNC(=O)NNc2nc(C)cc(C)n2)c(C)c1	8%	-5%
Cc1[nH]c2ccccc2c1C(=O)N1CCN(S(=O)(=O)c2cc(F)ccc2F)CC1	-2%	3%
CCOC(=O)c1[nH]c(C)c(CCC(=O)Nc2c(C)cc(C)cc2C)c1C	-3%	-4%
Cc1cc2n(n1)CC(CNCc1cccnc1N1CCCCC1)CN2 (stereo not drawn)	-10%	-2%
CCOC(=O)c1c(C)oc2nc(C)nc(NCc3ccc(Cl)cc3)c12	8%	9%
CC(=O)N1CCN(CC(=O)Nc2cccc3ncccc23)CC1	2%	54%[activator]
Cn1c(Cl)nc2c1c(=O)n(Cc1ccc(Cl)cc1)c(=O)n2C	1%	-16%
Other structures:
SMILES	UDG counter	AID inh
COc1cccc(C(=O)NCC(c2ccc(N(C)C)cc2)N2CCCC2)c1OC (stereo not drawn)	8%	-15%
Cc1nc2ccccc2c(C)c1CC(=O)NCCCc1[nH]nc(N)c1C#N	-1%	-5%
O=Cc1ccc2c(c1)OCCOCCOCCO2	5%	3%
COC(=O)c1cc(S(=O)(=O)NCC2CCN(Cc3ccc(C)cc3)CC2)cn1C	-2%	10%
O=C(Nc1ccc2nn(-c3ccc(Cl)cc3)nc2c1)c1cc2ccccc2o1	-7%	29%
CC(=O)c1ccc(N2CCN(S(=O)(=O)c3ccc4[nH]c5c(c4c3)CCCCC5)CC2)cc1	7%	11%
CN(CC(=O)NC(=O)NC1CCCCC1)c1ccc2ccccc2c1	-1%	16%
COc1ccc(NC(=O)CCc2c(C)c3ccc(C)cc3oc2=O)cc1O	4%	0%
CCCS(=O)(=O)c1nc(S(=O)(=O)c2ccc(C)cc2)c(NCc2ccccc2Cl)s1	-18%	-27%
CC(C)CCNC(=O)NCCn1c(-c2ccccc2)nc2ccccc21	14%	-12%
C#CC(C)(CC)NC(=O)c1cnn2c(C(F)F)cc(-c3ccccc3OC)nc12 (stereo not drawn)	-8%[57.5 µM]	-2%
O=c1c(S(=O)(=O)c2ccccc2)cn(Cc2ccc(F)cc2)c2cc(N3CCOCC3)c(F)cc12	10%	-1%

Single records, from the list above. Values in the order: UDG counter, AID inh
O=C1CN(C(=O)COc2ccc(Cl)cc2Cl)C(c2ccccc2)c2cc(F)ccc2N1 (stereo not drawn) is listed with -23%, ?
Cn1c(Cl)nc2c1c(=O)n(Cc1ccc(Cl)cc1)c(=O)n2C is listed with 1%, -16%
CC(CNC(=O)CN1C(=O)COc2ccc(S(=O)(=O)N3CCCCCC3)cc21)c1ccccc1 (stereo not drawn) is listed with 1%, 1%

The list is partial; count on the stated rates, not on these rows.
